# Bioassay records as filed in PubChem.
# aSyn tox rescue: qHTS of alpha-syn Inhibitors: NCGC Sytravon Library Screen. 94,000 tested, 0.02% active. S. cerevisiae alpha-synuclein toxicity rescue, BacTiter-Glo growth, 24 h. Potency, µM (top dose mostly 46.1 µM), without a hit: top-dose growth rescue (activation), most hits filed as activators; active = well fitted activation curve with a large enough effect; also: 0% is about no effect
#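 Growth restoration measured by BacTiter-Glo luminescence after 24 hr at 30 deg C; alpha-synuclein yeast, raffinose-pregrown to mid-log, were added at OD600=0.02 in galactose medium onto pinned compounds.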
# An asterisk follows results filed as active; [ ] = another dose, or the depositor's remark. Potency is read from the fitted curve at half-maximal effect. These rows are one share of the data, so the mix of outcomes need not match the whole.
Structure | aSyn tox rescue
CCOc1ccc2ncc(C(=O)c3ccc(OC)cc3)c(N3CCN(CC)CC3)c2c1 | -4%
O=C(Nc1cccc2c1CCCC2)c1ccc(Cl)c([N+](=O)[O-])c1 | 1%
CC(C)CN(C(=O)COC(=O)c1ccc2c(c1)OCO2)c1c(N)n(Cc2ccccc2)c(=O)[nH]c1=O | -2%
COc1cc(OC)c(NC(=O)CN2CCCN(Cc3ccccc3C)S2(=O)=O)cc1Cl | -4%
COc1ccc(-c2csc(NC(=O)Cc3ccccc3F)n2)c(OC)c1 | -5%
Cc1cccc(NC(=O)Oc2ccc(Cl)c3cccnc23)c1 | -18%
CCc1ccccc1NC(=O)N1CCN(c2cc(-c3noc(C)n3)ccc2C)CC1 | 0%
COc1ccccc1N(C(=O)c1ccco1)C(C(=O)NC1CCCCC1)c1cc(OC)c(OC)c(OC)c1 (stereo not given) | 5%
COc1ccc(-c2cc(C(=O)NCc3ccco3)c3ccccc3n2)cc1OC | -8%
O=C(CC(=O)Nc1ccccc1[N+](=O)[O-])Nc1ccccc1[N+](=O)[O-] | -5%
COc1ccc(NC(=O)CCCc2nc(-c3ccco3)no2)c(OC)c1 | -5%
Cc1ccc(SCc2nc(-c3ccc(C(=O)NCCc4ccc(Cl)cc4)cc3)oc2C)cc1 | -8%
O=C(CCC1CCCN(Cc2ccncc2)C1)NCc1ccc(F)c(F)c1 (stereo not given) | 5%
CC1(C)C(=O)Nc2ccccc2N1C(=O)COC(=O)COc1cccc(C(F)(F)F)c1 | 4%
Cc1cccc(C2c3[nH]c4ccccc4c3CCN2C(=O)c2ocnc2C)n1 (stereo not given) | 14%
Cc1cccc(-c2nc(CSc3nncn4c3cc3sccc34)c(C)o2)c1 | 16%
C[C@H](CO)N1C[C@H](C)[C@@H](CN(C)C(=O)Nc2ccccc2F)Oc2ncc(Br)cc2C1=O | -5%
COc1ccc(CCNC(=O)CCCn2c(=S)[nH]c3cc4c(cc3c2=O)OCO4)cc1OC | -1%
CC1=C(C(=O)Nc2ccccc2)C(c2ccc(O)cc2)n2nc(SCc3ccccc3)nc2N1 (stereo not given) | -7%
N#Cc1ccccc1Cn1c(=O)n(CCCC(=O)NCc2ccccc2Cl)c(=O)c2ccccc21 | 4%
Cc1cc2ccccc2n1CCNC(=O)c1ccccc1F | 0%
COc1ccc(NC(=O)CNC(c2ccccc2)c2ccccc2)cc1Cl | -8%
COC(=O)c1ccc(Cn2c(SCc3ccc(F)cc3)nc3ccncc32)cc1 | 2%
O=C(CN1CCN(CC(=O)Nc2ccccc2Cc2ccccc2)CC1)Nc1ccccc1Cl | -3%
O=C(NCc1cccnc1)C(=O)NCC1OCCN1S(=O)(=O)c1ccccc1 (stereo not given) | -1%
Cc1cccc(-n2c(=O)c3c4c(sc3n3cnnc23)CCCC4)c1 | -9%
Cc1ccc(C)c(S(=O)(=O)NC2CCSC2=O)c1 (stereo not given) | 1%
Cc1ccccc1OCC(=O)OCC(=O)N1CCCc2ccccc21 | 10%
Cn1cc(S(=O)(=O)c2ccc(Cl)cc2)c(=O)c2cc(F)c(N3CCCCCC3)cc21 | -4%
CCc1ccc(NC(=O)CSc2nc(=O)n(Cc3cccnc3)c3c2CCC3)cc1 | 7%
Cc1cccc(Cn2cccc2CNS(=O)(=O)c2ccc(C)c(C)c2)c1 | 19%
COc1ccccc1NC(=O)Cn1c(=O)n(-c2ccc(C)cc2)c(=O)c2c1cnn2C | -8%
Cc1cccc(-c2nnc(SCc3cc(=O)c4cccc(Cl)c4[nH]3)n2C)c1 | 3%
CC(C)CCNC(=O)c1ccc2c(c1)N(Cc1ccccc1F)C(=O)c1ccccc1S2(=O)=O | -6%
CC1CCCN(S(=O)(=O)c2ccc(NC(=O)Cc3ccc(S(=O)(=O)N4CCOCC4)s3)cc2)C1 (stereo not given) | -6%
COc1cccc(-c2nc(CS(=O)(=O)CC(=O)Nc3c(C)cc(C)cc3C)c(C)o2)c1 | -11%
CCOC(=O)C1CCN(C(c2cccs2)c2sc3nc(C)nn3c2O)CC1 (stereo not given) | 1%
Cc1csc(=O)n1CC(=O)OCC(=O)c1c(N)n(C)c(=O)n(C)c1=O | -1%
Cc1ccc(NC(=O)c2cccc3cccnc23)cc1 | -24%
COC(=O)c1cc2sc(Cl)cc2n1Cc1nc(-c2ccccc2C)oc1C | 6%
O=C(/C=C/c1ccccc1)N1CCN(c2c(Cl)cccc2[N+](=O)[O-])CC1 | -14%
Cc1ccc(NC(=O)CCn2cnc3onc(-c4ccc(F)cc4)c3c2=O)c(Br)c1 | -2%
CN(CC(=O)Nc1ccc(F)c(F)c1F)C(=O)C1CC(=O)N(C2CCCC2)C1 (stereo not given) | -9%
COc1ccc(CCn2c(NN=C(C)C)nc3c2c(=O)[nH]c(=O)n3C)cc1 | -8%
CC1CCN(S(=O)(=O)c2ccc3c(c2)N(CC(=O)NC(C)(C)C)C(=O)CS3)CC1 | 4%
O=C(COC(=O)CCN1C(=O)c2cccc([N+](=O)[O-])c2C1=O)NC1CCS(=O)(=O)C1 (stereo not given) | -2%
O=C(COc1ccc(S(=O)(=O)N2CCCC2)cc1)NCc1cccnc1 | 9%
O=C(O)CCC(=O)Nc1ccc(/C=C/C(=O)C2CC2)cc1 | -1%

# Next part.
SMILES	aSyn tox rescue
Cc1ccccc1-c1noc(-c2cc3ccccc3oc2=O)n1	-4%
COc1ccc(N2CCN(S(=O)(=O)c3cc(Br)cc4c3N(C(=O)C3CC3)CC4)CC2)cc1	-4%
COc1ccccc1CCC(=O)NNC(=O)c1ccncc1	-3%
COc1ccc(CCNC(=O)c2cc(=O)c3cc(C)cc(C)c3o2)cc1OC	5%
Cc1cc(C)c(Cn2c(C3CC(=O)N(c4ccc(F)cc4)C3)nc3ccccc32)c(C)c1 (stereo not given)	1%
CCOc1ccc(-c2cn(-c3ccc(C)cc3)c(SCC(=O)Nc3ccc(C)cc3)n2)cc1	0%
Cc1ccc2nc(Cl)c(-c3ccccc3)cc2c1	-12%
COc1ccc2c(Sc3ccc(C)cc3)c(C(=O)NC(C)C)[nH]c2c1	1%
NC(=O)c1oc2ccccc2c1NC(=O)c1ccc([N+](=O)[O-])o1	2%
CSc1ccc(S(=O)(=O)N2CCC(C(=O)Nc3cccnc3)CC2)cc1	-13%
COc1ccccc1NC(=O)c1ncn(-c2ccccc2)n1	-10%
O=C(CCCCCCCCCCC(=O)NCc1cccnc1)NCc1cccnc1	-4%
O=C(Nc1nnc(S(=O)(=O)N2CCOCC2)s1)c1ccc(Cl)cc1	4%
COc1ccc(N=Nc2ccc(N)nc2N)cc1	-4%
CN1CCN(c2oc(/C=C/c3ccc(F)cc3)nc2C#N)CC1	-6%
Cc1c(C(=O)NCc2ccccc2Br)oc2c1-c1[nH]ncc1CC2	6%
CCN1CCN(C(=O)CCCn2c(C)c3cnn(-c4ccccc4)c(=O)c3c2C)CC1	-6%
Cc1ccccc1C(=O)NC(=S)NCCC1=CCCCC1	-16%
O=c1[nH]nc(SCc2nnc(-c3ccc([N+](=O)[O-])cc3)o2)n1C1CCCCC1	9%
Cc1ccc(-n2nnc(-c3nc(-c4cccs4)no3)c2N)cc1C	2%
Cc1ccc(N(CC(O)CN2CCCCC2)S(=O)(=O)c2ccccc2[N+](=O)[O-])cc1 (stereo not given)	-10%
CC1C(=O)CC(c2ccc([N+](=O)[O-])cc2)NC1c1ccc([N+](=O)[O-])cc1 (stereo not given)	4%
Cc1ccc(N2CC(=O)Nc3c(oc4nc(-c5ccccc5)cc(C)c34)C2=O)cc1	-11%
CCCOC(=O)c1ccc(Cn2nnc3sc4c(c3c2=O)CCC(C)C4)cc1 (stereo not given)	8%
Cn1ncc([N+](=O)[O-])c1C(=O)Nc1ccccc1C#N	-4%
Cc1ccc(S(=O)(=O)CCC(=O)Nc2cc(C)on2)cc1	8%
CCOc1ccc(N(CC)S(=O)(=O)N2CCCC(C(=O)Nc3ccc(OC)c(Cl)c3)C2)cc1 (stereo not given)	2%
CCOC(=O)C1=C(COC(=O)c2cc(OC)c(OC)cc2[N+](=O)[O-])NC(=O)NC1C (stereo not given)	10%
CC(=O)N1c2ccc(S(=O)(=O)NCc3ccc(Cl)cc3)cc2CC1C (stereo not given)	2%
Cn1c(/C(C#N)=C/c2ccc(-c3ccc(S(N)(=O)=O)cc3)o2)nc2ccccc21	-10%

# 6 records drawn at random from those above:
SMILES	aSyn tox rescue
CCOC(=O)C1=C(COC(=O)c2cc(OC)c(OC)cc2[N+](=O)[O-])NC(=O)NC1C (stereo not given)	10%
CCCOC(=O)c1ccc(Cn2nnc3sc4c(c3c2=O)CCC(C)C4)cc1 (stereo not given)	8%
Cc1ccccc1C(=O)NC(=S)NCCC1=CCCCC1	-16%
Cc1ccc(N(CC(O)CN2CCCCC2)S(=O)(=O)c2ccccc2[N+](=O)[O-])cc1 (stereo not given)	-10%
Cc1c(C(=O)NCc2ccccc2Br)oc2c1-c1[nH]ncc1CC2	6%
CCN1CCN(C(=O)CCCn2c(C)c3cnn(-c4ccccc4)c(=O)c3c2C)CC1	-6%

# Remaining list, next part:
SMILES	aSyn tox rescue
CCNC(=O)c1cnc2sc(N3CCC(C)CC3)nn2c1=O	-1%
CN(C)c1ccc(NC(=O)COC(=O)c2cc(=O)c3ccccc3o2)cc1	-5%
COc1ccc(NC(=O)CSc2nc3ccccc3nc2N2CCCC2)cc1Cl	-3%
Cc1nc(N2CCOCC2)c2c(C(=O)N3CCN(c4ccc(Cl)cc4)CC3)c(C)oc2n1	6%
O=C(CCc1nc2ccccc2[nH]c1=O)N/N=C/c1ccccc1	-7%
CCCc1cc(=O)[nH]c(SCc2nc(-c3ccccc3)no2)n1	-5%
CC1CCCCC1NC(=O)COC(=O)C12CC3CC(CC(Cl)(C3)C1)C2 (stereo not given)	14%
Cc1ccc(NC(=O)CSc2nc3ccc(Br)cc3[nH]2)c(C)c1	-13%
CN(C)c1nc(N)ncc1-c1ccc(Oc2ccccc2)cc1	7%
Cc1cn2c(=O)cc(COC(=O)c3ccccc3F)nc2s1	-4%
CCOc1ccc(NC(=O)CC2C(=O)N(c3cccc(OC)c3)C(=O)N2C2CCCCC2)cc1 (stereo not given)	-1%
CCCCNC(=O)c1c[nH]c2ccc(S(=O)(=O)N3CCOCC3)cc2c1=O	-6%
O=C(Nc1nc2c(Cl)ccc(Cl)c2s1)c1ccco1	-3%
Cc1ccc(S(=O)(=O)N(CC(=O)N2CCC(C)CC2)c2ccccc2)cc1	-10%
O=C(O)c1ccc(N=Nc2c(O)[nH]c3ccc(Br)cc23)cc1	-3%

# Of the compounds above, these contain bromine:
SMILES	aSyn tox rescue
C[C@H](CO)N1C[C@H](C)[C@@H](CN(C)C(=O)Nc2ccccc2F)Oc2ncc(Br)cc2C1=O	-5%
Cc1ccc(NC(=O)CCn2cnc3onc(-c4ccc(F)cc4)c3c2=O)c(Br)c1	-2%
COc1ccc(N2CCN(S(=O)(=O)c3cc(Br)cc4c3N(C(=O)C3CC3)CC4)CC2)cc1	-4%
Cc1c(C(=O)NCc2ccccc2Br)oc2c1-c1[nH]ncc1CC2	6%
Cc1ccc(NC(=O)CSc2nc3ccc(Br)cc3[nH]2)c(C)c1	-13%
O=C(O)c1ccc(N=Nc2c(O)[nH]c3ccc(Br)cc23)cc1	-3%

# Continued.
SMILES	aSyn tox rescue
CCOC(=O)c1sc(N2C(=O)C(O)=C(C(=O)c3ccco3)C2c2ccc(C)o2)nc1C (stereo not given)	7%
CCOCCOc1cccc(C(=O)NC(c2ccccc2)C(C)C)c1 (stereo not given)	-1%
Cc1ccc(NC(=O)c2ccc(OCC3CCCO3)cc2)cc1Cl (stereo not given)	11%
CCc1ccc(CNC(=O)CSc2cc(=O)n(CC)c3ccccc23)cc1	7%
O=C1N(Cc2ccccc2Cl)c2ccccc2C1(O)c1c[nH]c2ccccc12 (stereo not given)	-14%
CC(C)(C)Cc1c(-c2ccccc2)nc2ccc(Cl)cn12	-21%
Cc1[nH]c2ccccc2c1C(=O)C(=O)NCc1nnnn1-c1cccc(F)c1	-9%
Cc1ccc(/C=C/c2nc3ccccc3n2S(=O)(=O)c2cccc(Cl)c2)cc1	-59%[inhibitor]
O=C(c1cccc(Cl)c1)N1c2ncnn2C2(CCCCC2)[C@@H]2CCCC[C@@H]21	-8%
CCOc1ccc(-c2cc3nc(C4CCN(C(=O)OC(C)(C)C)CC4)c(C(=O)Nc4c(C)cccc4C)cn3n2)cc1	2%
O=C(NN(C(=O)c1ccccc1)c1ccccc1)c1ccccc1	5%
Cc1ccc(C(=O)Cn2nc(C(=O)O)c3ccccc3c2=O)cc1C	-6%
CC(=O)Nc1ccc(-c2ccc3nnc(C)n3n2)cc1	2%
Cc1ccccc1-c1nnc(SCC(=O)N(CC(C)C)c2c(N)n(CC(C)C)c(=O)[nH]c2=O)n1C	7%
Cc1ccc(COc2ccc3oc(-c4ccccc4)c(C(=O)O)c3c2)cc1	-4%
CCC(C(=O)Nc1ccc(C(=O)OC)cc1)n1c(=O)c(-c2ccccc2NC(C)=O)nc2ccccc21 (stereo not given)	-1%
COC(=O)c1cc(S(=O)(=O)Nc2cc(S(=O)(=O)N(C)C)ccc2C)oc1C	0%
Cc1nc(SCc2cccc(C(=O)O)c2)nc2c1CCCC2	12%
COC(=O)C(C)n1cnc2c(nnn2-c2cccc(Cl)c2)c1=O (stereo not given)	-4%
CCOc1ccccc1CNC(=O)C1CCN(S(=O)(=O)c2cccc3nonc23)CC1	0%
COc1ccc(C(=O)Nc2cccc(-c3nc4cccnc4s3)c2C)c(OC)c1	-6%
CC(=O)Nc1ccc(S(=O)(=O)NC(CC(=O)O)c2ccc(C)cc2)cc1 (stereo not given)	6%
CCOc1ccccc1N(C)C(=O)C1CCCN(c2ncnc3onc(-c4ccc(F)cc4)c23)C1 (stereo not given)	-2%
Cn1nc(C(F)(F)F)cc1C(=O)Nc1ccc(Cl)cc1	-13%
Cc1cccc(Cn2c(=O)n(-c3ccc(Cl)c(Cl)c3)c(=O)c3c(C)c(C)sc32)c1	0%
